High-throughput results from PubChem.
Casp1 inh: allosteric or competitive inhibitors of human caspase-1; Caspase-1 enzyme, Ac-WEHD-AFC fluorogenic rate; Potency, µM (top dose mostly 57.5 µM), without a hit: at the top dose activity change, negative = inhibition, most hits filed as inhibitors; actives 0.03% (n = 75,000); AID 900;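 note: potency is the fitted concentration of half-maximal effect; plate controls were vehicle for no effect and no substrate for full effect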
Target sequence (P29466 120-297 limits assumed): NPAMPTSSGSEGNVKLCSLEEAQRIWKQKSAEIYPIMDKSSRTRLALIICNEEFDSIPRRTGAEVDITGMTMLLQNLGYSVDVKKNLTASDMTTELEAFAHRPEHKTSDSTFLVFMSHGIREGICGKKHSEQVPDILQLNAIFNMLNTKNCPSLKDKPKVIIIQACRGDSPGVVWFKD
Target sequence (P29466 317-404 limits assumed): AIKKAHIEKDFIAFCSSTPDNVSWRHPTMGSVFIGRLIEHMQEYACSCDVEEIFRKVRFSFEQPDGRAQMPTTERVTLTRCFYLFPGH
Rhodamine autofl: compound fluoresces in the rhodamine spectral region. max dye-equivalent concentration, M. actives 0.05% (n = 59,000). AID 594. Rhodamine-region fluorescence, 547/598 nm, Tris buffer; stronger effect = higher value; in the data active = max dye-equivalent concentration above about 11 nM; inconclusive = between about 1.1 nM and that limit
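Steps: pin-transfer compounds into pH 8.0 Tris (100 mM), hold 15 min at room temperature, image with a 547/598 nm filter pair, and convert intensities to rhodamine-equivalent concentration using a six-point on-plate rhodamine series.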
Pol III holo inh: blocks replication by bacterial DNA polymerase III holoenzyme. reconstituted DNA polymerase III holoenzyme replication, biochemical. Potency, µM (series often up to 57.1 µM), inactives show at the top dose activity change, negative = inhibition. actives 0.25% (n = 71,000). AID 603; note: potency is the fitted concentration of half-maximal effect; % is set by controls: 0 for no effect and ±100 for the full control effect
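Reconstituted *E. coli* holoenzyme (0.35 nM Pol III, 1 nM beta, 154 nM SSB, 2 nM primase) was preincubated with compound for 15 min at RT. Synthesis on 1.4 nM ssM13Gori ran 35 min, then was stopped with PicoGreen/EDTA and read as dsDNA fluorescence.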
BRCT PPI green: blocks human BRCA1 BRCT binding to phosphopeptide, green readout | P38398 | AID 875 | Potency, µM (doses to about 76.9 µM), inactives show at the highest dose activity change, negative = inhibition, actives largely listed as inhibitors | actives 0.05% (n = 75,000) | BRCA1 BRCT-phosphopeptide binding, green fluorescence polarization;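 note: potency is the fitted concentration of half-maximal effect; plate controls were peptide without protein for full effect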
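Fluorescence polarization: His-tagged BRCT (~35 kDa BRCA1 C-terminus, 250 nM) bound to 100 nM fluorescein-labeled phosphorylated 10-aa BACH1 peptide, pH 7.3 phosphate buffer with DTT and Tween 20. Compounds incubated 12 min at room temperature; inhibition read as lowered polarization.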
USP2a inh: blocks human ubiquitin-specific protease USP2a; O75604; USP2a enzymatic assay, qHTS inhibition; Potency, µM (titrated, usually from 38.3 µM), for the others: at the top dose activity change, negative = inhibition, usual class: inhibitors; actives 0.1% (n = 60,000);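 note: potency is the fitted concentration of half-maximal effect; nearly all actives have a fitted effect of over 60% in size; plate controls were DMSO for no effect and NEM full inhibition control for full effect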
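Coupled readout: USP2-cleaved Ub-PLA2 (20nM final) turns over NBD C6-HPC (20uM final), Ex 460nm/Em 535nm after 2.5 h, time-zero read flagging artifacts. Enzyme (20nM final, pH 8.0 Tris) given 30 min RT with compound first; NEM defines full inhibition.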
Tau filament bind: binds recombinant human tau filaments. recombinant tau filaments, thioflavin S fluorescence, 15 h; filaments grown with octadecylsulfate alongside compound. Potency, µM (doses to about 57.1 µM), for the others: at the top dose activity change, negative = inhibition. actives 2% (n = 71,000). AID 596;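 note: potency is the fitted concentration of half-maximal effect; % is set by controls: 0 for no effect and ±100 for the full control effect; actives lower thioflavin S fluorescence by blocking filaments or displacing dye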
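Recombinant tau protein (human, 1 uM final) plus 30 uM ODS in HEPES pH 7.4 with NaCl, DTT and thioflavine S. Compound present from the start; fluorescence at 510 nm after 15 h, 37 C.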
Caspase-7 inhib: allosteric or competitive inhibitors of human caspase-7; P55210; recombinant caspase-7, Ac-DEVD-AFC fluorescence rate; Potency, µM (titrated, usually from 57.5 µM), without a hit: at the highest dose activity change, negative = inhibition, hits mostly inhibitors; actives 0.02% (n = 75,000); active = well fitted inhibition curve with a large enough effect in the main read-out, with a control signal flat, not every such curve was filed as active; inconclusive = small, poorly fitted or top-dose-only effect, or a change in a side signal; note: potency is the fitted concentration of half-maximal effect; % of control where 0% means no effect
Target sequence (P55210 24-198 limits assumed): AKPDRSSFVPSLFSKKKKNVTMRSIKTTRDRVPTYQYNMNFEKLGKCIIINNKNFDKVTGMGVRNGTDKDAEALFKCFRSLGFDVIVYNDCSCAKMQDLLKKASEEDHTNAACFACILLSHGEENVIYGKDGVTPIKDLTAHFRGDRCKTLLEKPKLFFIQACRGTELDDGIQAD
Target sequence (P55210 207-303 limits assumed): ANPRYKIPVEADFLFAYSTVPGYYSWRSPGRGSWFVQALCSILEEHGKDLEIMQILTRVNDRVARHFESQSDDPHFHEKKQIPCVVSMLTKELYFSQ
BRCT inh red: BRCT-phosphoprotein interaction inhibition (red fluorophore). P38398. BRCT-phosphopeptide binding, red fluorescence polarization. Potency, µM (doses to about 76.9 µM), without a hit: at the top dose activity change, negative = inhibition, actives largely listed as inhibitors. actives 0.03% (n = 75,000); note: % is set by controls: 0 for no effect and ±100 for the full control effect
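Fluorescence polarization: 100 nM His-tagged BRCA1 BRCT with 100 nM TAMRA-labelled phospho-BACH1 decapeptide, phosphate buffer pH 7.3 with 150 mM NaCl, DTT, 0.01% Tween 20; 12 min RT. Binding inhibition seen as FP decrease.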
HEK293 cAMP cs: raises cAMP in parental HEK293 cells, TSHR agonist counter-screen | Potency, µM (top dose mostly 57.1 µM), without a hit: at the highest dose activation, usual class: activators | actives 2.5% (n = 73,000) | parental HEK293 CNG cAMP sensor, membrane potential fluorescence; note: potency is the fitted concentration of half-maximal effect; % of control where 0% means no effect; nearly all actives have a fitted effect of over 55% in size
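Counterscreen for endogenous-receptor signalling: CNG-channel HEK 293 cells report cAMP rise by membrane depolarization. After 60 min dye equilibration with 100 uM RO 20-1724, compounds incubated 30 min before bottom-read fluorescence at 590 nm.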
HADH2 inhib: HADH2 (human) dehydrogenase inhibition; actives 3.4% (n = 73,000); Q99714; Potency, µM (titrated, usually from 57.1 µM), without a hit: at the highest dose activity change, negative = inhibition, most hits filed as inhibitors; recombinant HADH2, NADH fluorescence, beta-hydroxybutyryl-CoA; note: potency is the fitted concentration of half-maximal effect; % is set by controls: 0 for no effect and ±100 for the full control effect; nearly all actives have a fitted effect of over 60% in size; many of its hits are not listed in these tables
Target sequence (Q99714 whole entry, looked up, one chain of several): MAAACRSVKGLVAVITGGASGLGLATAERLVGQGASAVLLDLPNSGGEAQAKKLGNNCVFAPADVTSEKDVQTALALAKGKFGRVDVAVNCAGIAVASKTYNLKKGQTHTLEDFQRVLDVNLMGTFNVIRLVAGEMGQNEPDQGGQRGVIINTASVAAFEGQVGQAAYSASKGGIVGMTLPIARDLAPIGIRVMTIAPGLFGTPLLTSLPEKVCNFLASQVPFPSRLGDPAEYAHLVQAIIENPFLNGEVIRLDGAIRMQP
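Activity measured as NADH fluorescence gain (360/450 nm), taken as the change between first and last reads of a 4-min kinetic run. Conditions: pH 9.0 Tris buffer, 20 nM E. coli-expressed His-tagged enzyme, 1 mM NAD+, 90 uM beta-hydroxybutyryl-CoA; 15-min compound preincubation.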
ALOX15 inhib: inhibitors of human 15-lipoxygenase (ALOX15) | actives 1.4% (n = 74,000) | P16050 | Potency, µM (series often up to 57.1 µM), without a hit: at the top dose activity change, negative = inhibition, actives largely listed as inhibitors | purified 15hLO-1, xylenol orange hydroperoxide absorbance; note: potency is the fitted concentration of half-maximal effect; % is set by controls: 0 for no effect and ±100 for the full control effect; nearly all actives have a fitted effect of over 55% in size
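Purified human 15hLO-1 (40 nM final) in 25 mM Hepes pH 7.5, 0.01% Triton X-100 was preincubated with compound 15 min at room temperature, then reacted 6 min with 50 uM arachidonic acid; hydroperoxide detected by Fe-XO, 573/405 nm absorbance ratio.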
Starred values were filed as active, the others as inactive; [ ] = remark or other dose. Unless noted, calls come from the whole dose curve; as a rule, active = well fitted curve in the direction sought with a large enough effect; inconclusive = small, poorly fitted or top-dose-only effect, or another doubt; inactive = no such curve, though single readings can be large; an effect the other way counts as inactive or inconclusive. An excerpt; the hit share may differ from the screen's.

Results for CC1CC(N(C(=O)C2CC2)c2ccccc2)c2ccccc2N1C(=O)C1CC1 (stereo not drawn) ?
Casp1 inh: 1.0%; Rhodamine autofl: inactive; Pol III holo inh: -2.6%; BRCT PPI green: -1.4%; USP2a inh: 6.7%; Tau filament bind: -4.5%; Caspase-7 inhib: 0.2%; BRCT inh red: -0.5%; HEK293 cAMP cs: inconclusive; HADH2 inhib: 3.7%; ALOX15 inhib: -1.3%

What do the screens show for `COc1cc(OC)cc(-n2nnnc2SCC(=O)NCc2ccc3c(c2)OCO3)c1`?
Casp1 inh: -4.0%; Rhodamine autofl: inactive; Pol III holo inh: -2.8%; BRCT PPI green: 0.0%; USP2a inh: -15.1%; Tau filament bind: -3.1%; Caspase-7 inhib: -0.1%; BRCT inh red: 2.1%; HEK293 cAMP cs: 19.3%; HADH2 inhib: 7.3%; ALOX15 inhib: -11.0%

How did CC1(C)CC[C@]2(C(=O)O)CC[C@@]3(C)C(=CCC4[C@@]5(C)CCC(O)C(C)(C)C5CC[C@@]43C)C2C1 (stereo partly drawn) do in these assays?
Casp1 inh: -2.5%; BRCT PPI green: 0.6%[3.08 µM]; USP2a inh: 39.8%[activator]; Caspase-7 inhib: -1.3%; BRCT inh red: -0.4%; ALOX15 inhib: 4.1%

What do the screens show for `CCc1nnc(NC(=O)CCN2C(=O)CCC2=O)s1`?
Casp1 inh: -0.6%; Pol III holo inh: -6.2%[11.4 µM]; BRCT PPI green: -2.0%; USP2a inh: -1.5%[7.66 µM]; Tau filament bind: -5.0%[11.4 µM]; Caspase-7 inhib: 0.3%; BRCT inh red: -1.1%; HEK293 cAMP cs: 4.7%[11.4 µM]; HADH2 inhib: 10.8%[11.4 µM]; ALOX15 inhib: -20.1%[11.4 µM]

How did CC(C)Cc1nc2oc3c(N4CCN(C)CC4)ncnc3c2c2c1CCCC2 do in these assays?
Casp1 inh: -8.2%; Rhodamine autofl: inactive; Pol III holo inh: 1.3%; BRCT PPI green: -1.7%; USP2a inh: 0.7%; Tau filament bind: 9.6%; Caspase-7 inhib: -0.1%; BRCT inh red: 1.2%; HEK293 cAMP cs: 5.7%; HADH2 inhib: 8.5%; ALOX15 inhib: -0.9%

What do the screens show for `COc1ccc(O[C@H]2C=C[C@@H](c3ccccc3)O[C@@H]2CO/N=C(\C)CCN2CCc3nc(-c4ccccc4)c(-c4ccccc4)cc3C2)cc1`?
Casp1 inh: 1.4%[11.5 µM]; BRCT PPI green: -0.8%[15.4 µM]; Caspase-7 inhib: 0.8%[11.5 µM]; BRCT inh red: 1.5%[15.4 µM]; HEK293 cAMP cs: -1.5%[11.4 µM]; HADH2 inhib: 6.3%[11.4 µM]; ALOX15 inhib: 4.5%[11.4 µM]

How did FC(F)(F)c1nnc2sc(-c3cccs3)nn12 do in these assays?
Casp1 inh: -0.4%; Rhodamine autofl: inactive; Pol III holo inh: -6.9%; BRCT PPI green: -0.9%; USP2a inh: 5.9%; Tau filament bind: -6.8%; Caspase-7 inhib: 1.2%; BRCT inh red: -0.1%; HEK293 cAMP cs: 4.3%; HADH2 inhib: -10.1%; ALOX15 inhib: -7.3%

What do the screens show for `COc1ccc(Nc2ncnc3c2oc2ccccc23)cc1`?
Casp1 inh: -1.9%; Pol III holo inh: -0.5%; BRCT PPI green: -1.7%; USP2a inh: -3.2%; Tau filament bind: 21.5%; Caspase-7 inhib: 0.5%; BRCT inh red: 0.1%; HEK293 cAMP cs: 16.0%; HADH2 inhib: 39.2%[activator]; ALOX15 inhib: -11.1%

How did CCOC(=O)C1CCN(C(=O)CSc2n[nH]c(=O)[nH]c2=O)CC1 do in these assays?
Casp1 inh: 2.3%; Rhodamine autofl: inactive; Pol III holo inh: -2.6%; BRCT PPI green: -2.2%; USP2a inh: 2.9%; Tau filament bind: 3.5%; Caspase-7 inhib: -2.7%; BRCT inh red: 0.6%; HEK293 cAMP cs: 3.3%; HADH2 inhib: 0.1%; ALOX15 inhib: 3.3%

How did Cc1cccc2cc(CN(Cc3ccco3)C(=O)NC3CCCCC3)c(=O)[nH]c12 do in these assays?
Casp1 inh: -0.9%; Rhodamine autofl: inactive; Pol III holo inh: 0.0%; BRCT PPI green: 0.1%; USP2a inh: 22.3%; Tau filament bind: 10.1%; Caspase-7 inhib: -11.0%; BRCT inh red: -1.1%; HEK293 cAMP cs: inconclusive; HADH2 inhib: -0.5%; ALOX15 inhib: -23.0%

Results for CC(C)c1nc(N2CCN(C(=O)c3ccccc3)CC2)c(C#N)c2c1COC(C)(C)C2 ?
Casp1 inh: 0.0%; Rhodamine autofl: inactive; Pol III holo inh: 4.6%; BRCT PPI green: -0.1%; USP2a inh: 6.6%; Tau filament bind: -5.3%; Caspase-7 inhib: -2.6%; BRCT inh red: 0.3%; HEK293 cAMP cs: 20.2%; HADH2 inhib: 4.6%; ALOX15 inhib: -12.3%

How did CC(C)n1nc(C(=O)OCC(=O)N(C)C2CCS(=O)(=O)C2)c2ccccc2c1=O (stereo not drawn) do in these assays?
Casp1 inh: -1.4%; Rhodamine autofl: inactive; Pol III holo inh: -6.1%; BRCT PPI green: -6.4%; USP2a inh: -4.0%; Tau filament bind: -11.0%; Caspase-7 inhib: 0.7%; BRCT inh red: -2.4%; HEK293 cAMP cs: -0.1%; HADH2 inhib: 9.4%; ALOX15 inhib: 1.0%

Results for O=C(CN1C(=O)NC(Cc2ccccc2)C1=O)NC(=O)NC1CCCCC1 (stereo not drawn) ?
Casp1 inh: -0.2%; Rhodamine autofl: inactive; Pol III holo inh: -0.1%; BRCT PPI green: -1.8%; USP2a inh: 15.8%; Tau filament bind: -5.9%; Caspase-7 inhib: -0.1%; BRCT inh red: -1.0%; HEK293 cAMP cs: -11.8%; HADH2 inhib: 15.7%; ALOX15 inhib: -5.9%

What do the screens show for `CCOC(=O)CSCc1c(C#N)c2ccccc2n1C`?
Casp1 inh: 1.2%; Rhodamine autofl: inactive; Pol III holo inh: -5.2%; BRCT PPI green: -1.9%; USP2a inh: 0.5%; Tau filament bind: 1.9%; Caspase-7 inhib: -1.4%; BRCT inh red: 1.4%; HEK293 cAMP cs: 17.1%; HADH2 inhib: 2.0%; ALOX15 inhib: 3.4%

What do the screens show for `COc1cccc(-n2c(SCC(=O)OC(C)C)nnc2-c2cccnc2)c1`?
Casp1 inh: 4.0%; Rhodamine autofl: inactive; Pol III holo inh: -6.4%; BRCT PPI green: -1.2%; USP2a inh: 4.5%; Tau filament bind: 8.9%; Caspase-7 inhib: -4.3%; BRCT inh red: -6.1%; HEK293 cAMP cs: 21.0%; HADH2 inhib: -2.9%; ALOX15 inhib: 9.2%

Results for Cc1nn(C)c(C)c1NS(=O)(=O)c1ccccc1 ?
Casp1 inh: -0.2%; Pol III holo inh: -8.7%; BRCT PPI green: -2.0%; USP2a inh: 2.9%; Tau filament bind: -1.9%; Caspase-7 inhib: 0.0%; BRCT inh red: 0.3%; HEK293 cAMP cs: 4.3%; HADH2 inhib: -1.2%; ALOX15 inhib: 10.4%

How did CC1(C)CN=C(NC2CCCCC2)S1 do in these assays?
Casp1 inh: -2.3%; Pol III holo inh: 1.7%; BRCT PPI green: -1.4%; USP2a inh: 3.0%; Tau filament bind: -12.5%; Caspase-7 inhib: 0.0%; BRCT inh red: 2.3%; HEK293 cAMP cs: 1.9%; HADH2 inhib: 2.5%; ALOX15 inhib: 5.7%

How did O=C(NC1CCCCC1)N1CCN(C2CCCCC2)CC1 do in these assays?
Casp1 inh: -4.7%; Rhodamine autofl: inactive; Pol III holo inh: -3.3%; BRCT PPI green: -1.4%; USP2a inh: 8.0%; Tau filament bind: 5.6%; Caspase-7 inhib: -2.7%; BRCT inh red: 0.2%; HEK293 cAMP cs: 12.1%; HADH2 inhib: 6.8%; ALOX15 inhib: -2.1%

2 entries picked at random from those above, as already listed:
What do the screens show for `COc1ccc(Nc2ncnc3c2oc2ccccc23)cc1`?
Casp1 inh: -1.9%; Pol III holo inh: -0.5%; BRCT PPI green: -1.7%; USP2a inh: -3.2%; Tau filament bind: 21.5%; Caspase-7 inhib: 0.5%; BRCT inh red: 0.1%; HEK293 cAMP cs: 16.0%; HADH2 inhib: 39.2%[activator]; ALOX15 inhib: -11.1%

How did CC1(C)CC[C@]2(C(=O)O)CC[C@@]3(C)C(=CCC4[C@@]5(C)CCC(O)C(C)(C)C5CC[C@@]43C)C2C1 (stereo partly drawn) do in these assays?
Casp1 inh: -2.5%; BRCT PPI green: 0.6%[3.08 µM]; USP2a inh: 39.8%[activator]; Caspase-7 inhib: -1.3%; BRCT inh red: -0.4%; ALOX15 inhib: 4.1%
